# GSK3B inh – human GSK3beta kinase inhibitors, primary screen, biochemical, cell-free homogeneous, HTS | activity score (negative = inhibition), % at 10 µM | 0.038% of 300,000 active | Glycogen synthase kinase-3 beta (Homo sapiens), P49841 | GST-GSK3beta kinase, ADP-Glo luminescence, 60 min; active compounds read low;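 active = more than half of replicate wells score below -50%, meaning over 50% inhibition versus plate controls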;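 also: 0% = median DMSO wells and -100% = median GW8510 positive control wells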
# Target sequence (P49841 whole entry, looked up): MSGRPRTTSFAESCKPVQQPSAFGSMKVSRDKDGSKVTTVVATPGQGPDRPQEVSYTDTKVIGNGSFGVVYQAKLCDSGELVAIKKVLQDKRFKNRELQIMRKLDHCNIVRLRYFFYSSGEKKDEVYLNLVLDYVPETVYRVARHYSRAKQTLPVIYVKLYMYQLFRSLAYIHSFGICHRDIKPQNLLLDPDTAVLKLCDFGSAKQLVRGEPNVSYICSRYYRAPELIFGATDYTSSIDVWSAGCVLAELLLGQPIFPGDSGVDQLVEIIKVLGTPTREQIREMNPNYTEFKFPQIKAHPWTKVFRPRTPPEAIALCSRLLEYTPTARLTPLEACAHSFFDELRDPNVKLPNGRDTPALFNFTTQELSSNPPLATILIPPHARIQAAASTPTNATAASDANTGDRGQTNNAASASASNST
#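 Test system – GST-tagged human GSK3beta kinase, cell-free · Incubation – 60 min enzyme reaction, room temperature · Signal – ADP-Glo luminescence · Also added – peptide substrate and ATP at 25 µM · Controls – DMSO neutral wells and GW8510 at 20 µM as positive · Buffer or medium – Tris/MgCl2 kinase buffer · Measure – Luminescence-derived activity versus plate DMSO and GW8510 wells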
# HSF1 activator – HSF-1 activators, primary screen, NIH3T3-HGL cells, MG132 stress, luminescence, single point; NIH3T3-HGL HSF-1 luciferase reporter, 8 h; 100% = twice DMSO control signal; activation, % at 9 µM; 1.7% of 300,000 active;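 active = mean replicate activation of at least 50% with a set share of replicates each reaching 50%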;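 also: 0% = median of the neutral control wells and 100% = twice that signal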
# AI-2 QS mod – Vibrio harveyi AI-2 quorum sensing modulators, primary screen, JMH597 strain, luminescence/OD600 ratio; activity change, % at 7.5 µM; 0.4% of 300,000 active; Vibrio harveyi JMH597 AI-2 luminescence/OD600 ratio, 9 h; active compounds read low; strain lacks LuxN and CqsS sensors; 0 = neutral-control median; in the data active = activity change below about -75%, passing the limit was not always enough;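 also: luminescence divided by OD600 gain over 9 h not by final OD600 alone; inactives centre near 13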
# GSK3A inh – blockers of GSK3A enzyme activity – biochemical, luminescence, cell-free homogeneous, HTS, primary screen | inhibition, % at 10 µM | AID 2650, 2010 | 0.1% of 320,000 active | GSK-3 alpha kinase, ADP-Glo luminescence, 60 min | Glycogen synthase kinase-3 alpha (Homo sapiens), P49840;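 in the data active = inhibition above about 50%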;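 also: GST-tagged GSK-3 alpha with peptide substrate and 25 µM ATP; 0% = DMSO neutral wells and 100% = GW8510 positive control wells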
# Target sequence (P49840 whole entry, looked up): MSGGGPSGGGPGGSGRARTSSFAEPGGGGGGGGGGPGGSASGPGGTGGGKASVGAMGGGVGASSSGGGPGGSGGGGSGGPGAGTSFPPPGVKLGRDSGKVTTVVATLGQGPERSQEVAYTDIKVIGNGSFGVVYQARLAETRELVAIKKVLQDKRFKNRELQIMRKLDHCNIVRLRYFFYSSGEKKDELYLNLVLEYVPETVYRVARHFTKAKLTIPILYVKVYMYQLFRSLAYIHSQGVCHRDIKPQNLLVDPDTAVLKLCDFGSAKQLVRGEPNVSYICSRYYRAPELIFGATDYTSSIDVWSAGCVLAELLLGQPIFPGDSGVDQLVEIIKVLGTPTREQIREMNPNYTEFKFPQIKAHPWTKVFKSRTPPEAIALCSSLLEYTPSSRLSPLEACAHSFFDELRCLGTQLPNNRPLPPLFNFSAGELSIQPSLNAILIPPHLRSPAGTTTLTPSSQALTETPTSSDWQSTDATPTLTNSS
# aSyn 5UTR inh – MLPCN primary screen, SNCA 5' untranslated region; inhibition, % (tested at 7.5 µM); 0.82% of 300,000 active; alpha-synuclein 5'UTR reporter, inhibitor activity; in the data active = inhibition above about 60%;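 also: H4 neuroglioblastoma cells stably carrying SNCA 5'UTR luciferase fusion; 0% = DMSO wells and 100% = positive control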
# HSF1 inh – HSF1 inhibitors in luciferase reporter cells, primary screen, cell-based, NIH3T3, luminescence. NIH3T3-HGL HSE-luciferase, MG132-induced, luminescence 8 h; active compounds read low. activity change, negative = inhibition, % at 7.5 µM (by protocol). 0.77% of 300,000 active;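 active = more than half of replicate wells show activity change below -50%, luminescence cut by over half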;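 also: luciferase reports HSF-1 transcriptional activity via heat shock element; 0% = median of DMSO wells and -100% = zero luminescence signal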
# KLF5 inhibitor – KLF5 expression inhibitors, primary screen, DLD-1 cells, luminescence | 0.23% of 290,000 active | DLD-1 KLF5 promoter-luciferase reporter | AID 1700, 2009 | inhibition, % at 5 µM;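 active = inhibition above a per-plate limit of that plate's mean compound inhibition plus 3 SD, cut at about 60% in these data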;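 also: 0% = DMSO wells and 100% = LY294002 at 200 µM; higher means less KLF5 promoter-driven luciferase light; inactives centre near -14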
# IEC-6 tox – cytotoxicity in IEC-6 intestinal epithelial cells, primary screen, cytotoxicity control for KLF5 inhibitor project, cell-based, luminescence | IEC-6 cytotoxicity, luminescence viability | inhibition, % at 5 µM | 0.78% of 290,000 active; in the data active = inhibition above about 22%;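 also: 0% = plate median of test compound wells and 100% = cytotoxic reference compound wells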
# PolyA inhibitor – polyadenylation inhibitors in yeast reporter cells, primary screen, luminescence, S. cerevisiae; S. cerevisiae SKY197-pL101 polyadenylation reporter, beta-gal luminescence; efflux-impaired pdr1/pdr3 knockout yeast; score 100 = 6 SD above DMSO; calls only at 12 µM; 0.02% of 300,000 active; AID 1875, 2009;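 active = lowest replicate activity score at least 50, where 100 means six control SD above control mean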;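 also: yeast exposed to compound for 9 h at 30 °C; higher score means more reporter readthrough which indicates perturbed polyadenylation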
# HSP90 inh – HSP90 inhibitors, primary screen, cell lysate, luminescence; 0.91% of 290,000 active; inhibition, % at 5.6 µM; Rabbit reticulocyte lysate, luciferase refolding luminescence, 3 h;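 active = inhibition above the screen-wide mean plus 3 SD, computed separately per campaign, cut at about 16% in these data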;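 also: 0% = DMSO wells and 100% = 60 µM geldanamycin wells; inhibitors lower the luminescence because luciferase stays unfolded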
# Numbers without * were called inactive; i = inactive; / = not tested or not shown. The list is partial; count on the stated rates, not on these rows.
SMILES,GSK3B inh,HSF1 activator,AI-2 QS mod,GSK3A inh,aSyn 5UTR inh,HSF1 inh,KLF5 inhibitor,IEC-6 tox,PolyA inhibitor,HSP90 inh
O=C(Nc1ccccc1)/C(=C\c1ccc(F)cc1)NC(=O)c1ccco1,/,35,/,-2,7,0,5,-3,i,-3
N#CCn1c(C2CCCCC2)nc2ccccc2c1=O,-3,7,28,6,31,-11,-14,4,i,-1
O=c1oc(-c2ccccc2NS(=O)(=O)c2ccc(Cl)cc2)nc2ccccc12,-3,7,25,-1,-15,3,0,-9,i,1
OC(c1ccccc1)(c1ccc(F)cc1)C(c1ccccc1)N1CCOCC1 (stereo unspecified),3,9,19,0,17,2,6,-4,i,1
O=Cc1cccc2ccc3cccc(C(=O)O)c3c12,2,11,38,-4,2,1,/,/,i,/
Cc1ccc(NC(=S)NCCc2ccccc2)c(C)c1,-1,2,4,-2,18,-10,10,0,i,3
CCc1nnc(NC(=O)CCC(=O)NCCc2ccc(OC)c(OC)c2)s1,1,-8,47,-1,-2,2,4,1,i,-3
CCn1c(=O)c2ccccc2n(Cc2ccccc2C)c1=O,2,6,19,0,29,5,-17,3,i,-2
CCN1C(=O)N[C@@H](c2ccccc2)[C@H](C(C)=O)[C@H]1C,4,-14,13,-2,8,-6,/,/,i,/
COc1ccc(-c2n[nH]c(C)c2-c2cc(OC)ccc2O)cc1,-1,-7,17,-2,20,-5,-20,5,i,8
CCCCN(CC)C(=O)c1ccc(-c2ccccc2)cc1,-1,-25,15,-2,3,-8,-14,3,i,1
Cc1cc(Oc2cnn(C(C)(C)C)c(=O)c2Cl)cc(C(C)C)c1,4,13,-8,-1,21,-3,-6,0,i,-1
CCCCOc1ccccc1NC(=O)CC1Nc2ccccc2NC1=O (stereo unspecified),0,26,14,-1,-14,14,/,/,i,/
O=C(NCc1ccc(Cl)cc1)c1ccc(CSc2nc3ccncc3[nH]2)cc1,2,-5,12,-3,6,8,-14,-2,i,2
COc1ccc(N2CCN(c3oc(-c4ccccc4OC)nc3C#N)CC2)cc1,/,15,/,-5,19,-5,-15,-2,i,5
Cc1ccc(NC(=S)N/N=C2\CC(C)(C)Oc3ccc(O)cc32)cc1,1,7,43,/,35,10,-1,-6,i,-1
Cc1ccc(CC(=O)N(C)CC(=O)N(CC(C)C)c2c(N)n(CC(C)C)c(=O)[nH]c2=O)cc1C,3,4,16,5,15,3,/,/,i,/
COc1ccc(C(=O)NCC(O)COc2ccc(C(C)(C)C)cc2)cc1[N+](=O)[O-] (stereo unspecified),-2,-9,10,-2,15,1,-8,-6,i,-3
Cc1ccc(CNC(=O)COc2ccccc2-c2ccccc2)cc1,0,12,20,-9,9,-4,1,7,i,0
O=C(Nc1ccccc1)Nc1sccc1-c1nc2ccccc2s1,0,19,32,-2,6,4,-15,4,i,1
O=C(NCc1ccccc1)C1Nc2ccc(OC(F)(F)F)cc2C2C=CCC12 (stereo unspecified),4,36,12,1,7,11,/,/,i,/
O=C(O)c1cc2c(o1)CCC/C2=N\O,2,-28,26,0,6,-9,0,6,/,1
CCCCOP(=O)(OCCCC)C1(NS(=O)(=O)c2ccccc2)C=CC(=O)c2ccccc21 (stereo unspecified),3,16,-13,5,25,17,-50,1,i,0
CCCn1c(N)c(N(CCOC)C(=O)c2ccccc2F)c(=O)[nH]c1=O,0,-2,0,-3,-9,-1,-43,5,i,2
CCc1ccc(NC(=O)N2CCN(c3ccccc3)CC2)cc1,3,-22,17,-1,-8,-17,-23,1,/,4
CNC(=S)NNC(=O)CCn1nc(C)c(Br)c1C,-5,-2,7,-2,13,-5,14,1,i,4
Cc1cc(C)c2c(CC(=O)NCc3ccco3)coc2c1,0,-12,5,0,10,-3,-48,-1,i,0
Cc1cc(=O)oc(C)c1C(=O)NNC(=O)C1(C)CC1Br (stereo unspecified),3,-4,-7,4,8,2,-18,-2,i,-5
COc1ccccc1C1/C(=C(/O)c2ccc(Cl)cc2)C(=O)C(=O)N1CCN1CCOCC1 (stereo unspecified),-1,-43,5,1,16,-30,9,2,i,-1
CCC(C)NC(=O)c1ccc(C2SCC(=O)N2Cc2ccccc2)cc1 (stereo unspecified),5,11,-1,6,11,2,10,2,i,4
CCCCN(C)CCCNC(=O)c1cc(Nc2ccc(OC)c(OC)c2)nc2ccccc12,1,-16,11,-2,-45,-16,5,9,i,3
COc1ccc(N(C(=O)c2ccco2)S(=O)(=O)c2ccc(F)cc2)cc1,0,6,-13,0,-1,-1,-8,-2,i,17*
COc1cccc(CNn2cn[nH]c2=S)c1OCc1ccccc1,1,-2,18,-4,1,0,-28,-6,i,6
Cc1c(C(=O)O)cnc2cc(-c3ccc(Cl)cc3)nn12,-1,0,-9,7,-71,14,-16,1,i,-6
OC(C#CCN1CCCC1)(c1ccccc1)c1cccc(F)c1 (stereo unspecified),1,-52,17,-1,-19,-40,-8,-4,i,4
COc1ccccc1NC(=O)N1CCN(c2ccccn2)CC1,1,28,1,2,7,7,-22,4,i,1
Cc1ncc(S(=O)(=O)c2ccc(Cl)cc2)c(N)n1,1,0,46,-4,9,4,/,/,i,/
COc1cccc(-c2nnc(SCC(=O)N3CC(C)CC(C)C3)o2)c1 (stereo unspecified),-2,8,27,-1,6,-3,4,0,i,5
Cc1cccc(NC(=O)c2ccc(-c3ccccc3[N+](=O)[O-])o2)c1,1,30,11,-1,-85,15,-24,0,i,-2
CN(C)C(=O)CN1C(=O)C2CCCCN2C(=O)c2ccccc21 (stereo unspecified),5,-3,27,-4,3,0,-22,1,i,-1
CC(NC(N)=O)C(=O)NCC(=O)OCc1ccccc1 (stereo unspecified),6,-10,9,-2,7,-6,-3,-6,i,0
CN(CC(=O)Nc1ccccc1Br)C(=O)c1ccccc1-c1nc2ccccc2s1,-6,12,14,-1,11,2,-11,7,i,2
CCc1ccc(-c2ccc(SCC(=O)NCC3CCCO3)nn2)cc1 (stereo unspecified),-2,34,39,1,-94,9,-72,6,i,4
Cc1nc(NC(=O)c2cc3ccccc3o2)sc1C,-1,16,10,1,23,12,1,9,i,40*
CC1(C)CC2(CCO1)N1CC3(C)CN2CC(C)(C1)C3O (stereo unspecified),2,15,-4,-5,10,-5,-32,-3,i,4
O=c1[nH]c(Cn2nnc(-c3ccccc3)n2)nc2scc(-c3ccccc3)c12,1,9,29,-1,-14,5,-23,-2,i,1
C=C(C)C(=O)Nc1ccc2c(c1)OCCOCCOCCO2,-6,-2,16,1,-6,-6,-21,-5,i,-3
CCOc1ccc(S(=O)(=O)NCCC(=O)NCc2ccccn2)cc1,0,11,34,-2,12,3,/,/,i,/
N#Cc1ccc(COC(=O)c2ccc3c(c2)OCO3)cc1,1,5,0,1,-5,7,-15,3,i,-2
Cc1cc2cc(CNC(=O)NC3CCCCC3)ccc2n1C,0,-4,10,/,11,3,-5,-2,i,-3
# Additional structures
SMILES,GSK3B inh,HSF1 activator,AI-2 QS mod,GSK3A inh,aSyn 5UTR inh,HSF1 inh,KLF5 inhibitor,IEC-6 tox,PolyA inhibitor,HSP90 inh
COc1cccc(-c2nnc(-c3ccccc3NC(=O)c3ccc(C(C)(C)C)cc3)o2)c1,-1,/,20,0,/,/,-14,2,i,0
COc1ccccc1C(=O)Nc1ccc2c(C)cc(=O)oc2c1,-1,-4,0,2,-154,2,-170,2,i,0
Cc1nnsc1NC(=O)OCc1ccc(C(F)(F)F)cc1,-1,4,13,0,11,11,-1,8,i,1
COc1ccccc1NC(=O)N1CCN(CCc2ccccc2)CC1,-1,0,/,-3,-16,-2,-18,1,i,1
CC(=O)Nc1nc(=O)c2ccccc2s1,2,-14,27,-2,20,-12,-11,-8,i,3
Cc1ncc(CN2CCC(n3nccc3NC(=O)c3ccccc3)CC2)s1,1,3,19,-1,4,-4,9,1,i,-2
COc1cc(CNCc2ccccc2)c(Br)cc1OC1CCCC1,0,13,4,1,16,18,-14,-4,i,5
O=C(NCc1cccnc1)NC1(C(F)(F)F)Oc2ccccc2O1,2,-20,-1,-1,-66,1,-17,8,i,10
O=C(Cc1ccc(S(=O)(=O)N2CCOCC2)s1)N1CCN(c2ccc(C(F)(F)F)cc2[N+](=O)[O-])CC1,/,18,/,-1,6,3,/,/,i,/
CCOc1ccc(NC(=O)c2ccncc2)cc1,2,6,1,-1,-23,-4,-24,2,i,1
CC(=O)CSc1nc2c(c(=O)[nH]c(=O)n2C)n1Cc1ccccc1Cl,-1,-15,36,-2,24,-2,-22,-4,i,-1
CCOC(=O)C1C(=O)NC(SC)=C(C#N)C1c1ccccc1F (stereo unspecified),1,-10,15,1,6,1,-15,2,i,-1
Cc1ccc(Cn2nc(C)c(C(=O)NCC(c3cccs3)N3CCOCC3)c2Cl)cc1 (stereo unspecified),1,-14,4,0,12,0,/,/,i,/
O=C(CSc1ncn[nH]1)Nc1nsc(-c2ccccc2)n1,-2,-37,30,8,-9,-23,-23,2,i,-2
Cc1nn(C)c2ncc(C(N)=O)c(Oc3ccc(Cl)cc3)c12,1,16,11,-5,18,-11,-15,-2,i,0
COc1ccc(N(C)C(=O)C2CCN(S(=O)(=O)c3cccc4nsnc34)CC2)cc1,3,-8,13,0,8,-7,-17,5,i,-2
CCc1cc(=O)oc2c(C)c(OCC(=O)NCCCn3ccnc3)ccc12,-3,-13,16,-2,8,-1,-11,8,i,0
O=C1CCC([N+](=O)[O-])C(c2ccc(Br)cc2)N1 (stereo unspecified),0,-1,7,-2,4,1,2,-3,i,4
O=C(NCc1cn2ccccc2n1)c1ccccc1,-2,1,4,-4,3,2,-10,-4,i,-1
CCc1ccc(CC)c(S(=O)(=O)Nc2ccc(C(=O)O)c(O)c2)c1,7,-5,21,-3,3,-2,-7,0,i,1
CCOc1cc(/C=N/NC(=O)COc2ccc(Cl)cc2)ccc1OS(=O)(=O)c1ccccc1,-2,12,3,1,5,14,-27,8,i,0

# Profiles, quoted from the list. Order of values: GSK3B inh, HSF1 activator, AI-2 QS mod, GSK3A inh, aSyn 5UTR inh, HSF1 inh, KLF5 inhibitor, IEC-6 tox, PolyA inhibitor, HSP90 inh
# Profile of `COc1ccc(N(C(=O)c2ccco2)S(=O)(=O)c2ccc(F)cc2)cc1` = 0, 6, -13, 0, -1, -1, -8, -2, i, 17*
# Profile of `C=C(C)C(=O)Nc1ccc2c(c1)OCCOCCOCCO2` = -6, -2, 16, 1, -6, -6, -21, -5, i, -3
# Profile of `COc1ccccc1C(=O)Nc1ccc2c(C)cc(=O)oc2c1` = -1, -4, 0, 2, -154, 2, -170, 2, i, 0

# Assay outcomes (PubChem BioAssay)
